FBW7 activator – activators of human E3 ligase FBW7; Q969H0; AlphaScreen FBW7–phospho-cyclin E peptide binding, activator screen; normalized activity (activation), % at 26.1 µM; actives 0.13% (n = 650,000); AID 1259310; in the data active = normalized activity above about 1.9%;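 note: purified mutant Fbw7 with reduced substrate affinity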
Target sequence (Q969H0 whole entry, looked up): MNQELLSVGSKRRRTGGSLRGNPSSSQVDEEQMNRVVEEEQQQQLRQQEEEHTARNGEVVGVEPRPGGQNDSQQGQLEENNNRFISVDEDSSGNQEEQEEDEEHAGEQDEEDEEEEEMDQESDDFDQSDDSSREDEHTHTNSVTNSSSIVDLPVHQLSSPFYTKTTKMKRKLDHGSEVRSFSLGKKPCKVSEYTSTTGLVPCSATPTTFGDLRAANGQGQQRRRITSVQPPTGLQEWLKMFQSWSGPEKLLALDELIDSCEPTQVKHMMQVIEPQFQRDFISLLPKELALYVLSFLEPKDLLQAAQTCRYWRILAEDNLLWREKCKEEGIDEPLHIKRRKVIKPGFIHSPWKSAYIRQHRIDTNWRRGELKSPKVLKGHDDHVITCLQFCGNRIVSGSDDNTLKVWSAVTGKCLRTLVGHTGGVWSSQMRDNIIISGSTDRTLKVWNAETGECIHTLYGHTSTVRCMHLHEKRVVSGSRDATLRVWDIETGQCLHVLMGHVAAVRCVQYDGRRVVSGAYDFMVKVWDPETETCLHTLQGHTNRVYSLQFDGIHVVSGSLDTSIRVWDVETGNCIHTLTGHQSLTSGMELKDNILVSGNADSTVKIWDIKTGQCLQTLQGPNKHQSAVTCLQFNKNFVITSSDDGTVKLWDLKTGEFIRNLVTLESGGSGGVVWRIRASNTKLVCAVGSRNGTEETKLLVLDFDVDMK
GPR151 activ – human GPR151 activation; Q8TDV0; PathHunter beta-arrestin GPR151 cells, luminescence; activation, % at 11.2 µM; actives 1% (n = 650,000); in the data active = activation above about 4.9%;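 note: 0% = median of compound wells and 100% = cells with positive control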
TEAD-YAP block – TEAD-YAP interaction inhibition | HEK-TIYL cells, TEAD-Gal4/YAP UAS-luciferase luminescence | inhibition, % at 9.12 µM | actives 1.4% (n = 640,000) | AID 1259422; in the data active = inhibition above about 32%;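 note: 0% = median of test compound wells and 100% = reference inhibitor wells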
MITF primary – blocks human microphthalmia-associated transcription factor | O75030 | AlphaScreen MITF homodimerization, bead proximity signal | inhibition, % at 2.6 µM | actives 0.91% (n = 650,000); in the data active = inhibition above about 50%;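 note: 0% = vehicle wells with protein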
An asterisk follows results filed as active; nt = not tested or not shown.

A first look (six entries):
SMILES | FBW7 activator | GPR151 activ | TEAD-YAP block | MITF primary
O=C(O)c1cccc(NC(=S)N/N=C/c2ccc([N+](=O)[O-])s2)c1 | -0.1 | 0.8 | 5 | 7
C=CCN1C(=O)S/C(=C/c2ccc(OCC(=O)Nc3ccccc3)cc2)C1=O | 0.0 | 0.1 | -4 | 10
Cc1ccc(/C=C/C(=O)Nc2cccnc2)o1 | 0.1 | -1.0 | -6 | -14
CCC1CN(CCNC(=O)c2ccc(Cn3cnnn3)cc2)Cc2cc(OC)ccc2O1 (centres undefined) | 0.6 | -1.5 | 7 | 16
COc1cc(/C=N/NC(=O)C(C)Nc2ccc(C)cc2)ccc1O (centres undefined) | 0.2 | -0.3 | 0 | 5
CCCNC(=O)C(=O)NC(C)c1ccccc1 (centres undefined) | 0.5 | -0.4 | 1 | 20

All compounds of this part, from the first entry:
SMILES | FBW7 activator | GPR151 activ | TEAD-YAP block | MITF primary
O=C(O)c1cccc(NC(=S)N/N=C/c2ccc([N+](=O)[O-])s2)c1 | -0.1 | 0.8 | 5 | 7
C=CCN1C(=O)S/C(=C/c2ccc(OCC(=O)Nc3ccccc3)cc2)C1=O | 0.0 | 0.1 | -4 | 10
Cc1ccc(/C=C/C(=O)Nc2cccnc2)o1 | 0.1 | -1.0 | -6 | -14
CCC1CN(CCNC(=O)c2ccc(Cn3cnnn3)cc2)Cc2cc(OC)ccc2O1 (centres undefined) | 0.6 | -1.5 | 7 | 16
COc1cc(/C=N/NC(=O)C(C)Nc2ccc(C)cc2)ccc1O (centres undefined) | 0.2 | -0.3 | 0 | 5
CCCNC(=O)C(=O)NC(C)c1ccccc1 (centres undefined) | 0.5 | -0.4 | 1 | 20
CC(C)N(C)CCOC(=O)c1cccs1 | -0.1 | 1.8 | -1 | 4
Cc1ccc2nc(CN(C)C3CCOC3)nc(N3CCSCC3)c2c1 (centres undefined) | 0.3 | 0.1 | -5 | -3
COc1ccc(Cl)cc1C(=O)Nc1nnc(C(C)(C)C)s1 | -0.1 | -0.6 | -10 | -20
CCN(CC)C(=O)CN1C(=O)c2ccccc2S1(=O)=O | -0.6 | 0.0 | -13 | -1
CCSCCOC(=O)C1=C(C)NC(=O)NC1c1ccc(OC(F)(F)F)cc1 (centres undefined) | -0.1 | 2.5 | -6 | 11
CC(C)N(CCNC(=O)c1cccc(NCc2cccnc2)n1)C(C)C | -0.2 | -0.3 | 5 | -10
CCOC(=O)C1(Cc2cccc(F)c2)CCN(Cc2nccn2CC)CC1 | -0.1 | 1.1 | 11 | 7
COc1ccc(C(=O)Nc2ccc3c(c2)oc2ccccc23)cc1OC | 0.2 | -1.1 | -27 | -3
COc1cc(OC)cc(-n2nc(C(=O)N3CCN(c4ccccc4OC)CC3)c3ccccc3c2=O)c1 | 0.1 | -0.9 | 16 | -2
COc1ccc(-c2csc(NC(=O)c3ccc(SC)cc3)n2)c(OC)c1 | -0.1 | 1.5 | -15 | -9
CC(C)c1nnc(NC(=O)c2cc(Cl)ccc2Cl)s1 | 0.3 | 5.1* | -12 | 6
O=C(O)CC(=O)NC12CC3CC(CC(C3)C1)C2 | 0.1 | -0.8 | -9 | 14
CCOC(=O)C(NC(=O)c1ccco1)(Nc1sc2c(c1C#N)CCC(C(C)(C)C)C2)C(F)(F)F (centres undefined) | 0.2 | 0.1 | 4 | 19
COC(=O)CC1C(=O)NCCN1C(=S)Nc1ccccc1 (centres undefined) | 0.0 | 0.9 | 5 | 22
Cc1cc(C)c(S(=O)(=O)Nc2ccc(O)c(C(C(=O)OC(C)C)C(=O)C(F)(F)F)c2)c(C)c1 (centres undefined) | -0.1 | -0.7 | -6 | -7
Cc1c(NC(=O)Nc2ccc(F)c(Cl)c2)cccc1[N+](=O)[O-] | 0.0 | 2.3 | 5 | -1
Cc1ccc(C)c(Oc2coc3cc(OCCc4ccccc4)ccc3c2=O)c1 | 0.1 | 0.4 | 5 | -2
O=C(C1CCN(S(=O)(=O)c2cccc3cccnc23)CC1)N1CCCC1 | 0.3 | 1.0 | 9 | 4
CC1=CC(C)(C)N(C(=O)CNCCCN2CCOCC2)c2cc(C)ccc21 | 0.1 | -1.0 | -1 | 56*
Cn1c(SCC(=O)NC2CCCCC2)nnc1-c1ccc([N+](=O)[O-])cc1 | 0.5 | -1.7 | 12 | 11
Cc1ccc(N2C(=O)/C(=C/c3ccc([N+](=O)[O-])cc3)C=C2c2ccccc2)c(C)c1 | -0.1 | 1.6 | 4 | -8
CN1CCC(NC2CCCc3ccccc32)CC1 (centres undefined) | 1.1 | -0.7 | -3 | -9
Cc1ccc(C)c(/C=N/n2c(C)nnc2-n2nc(C)cc2C)c1 | -0.2 | -0.7 | -14 | -10
CCOc1ccc(CCNS(=O)(=O)c2ccc([N+](=O)[O-])cc2)cc1OCC | -0.1 | 1.4 | 3 | 3
CN(C)CCCN1C(=O)C(O)=C(C(=O)c2cccs2)C1c1ccccc1 (centres undefined) | 0.0 | -0.3 | -4 | -3
CN1C(=O)Cc2cc(NC(=O)NCCc3ccccc3)ccc21 | -0.1 | -0.5 | -4 | -9
CC(=O)Nc1cccc(N=Cc2c(C)c(C#N)c(=O)n(C)c2O)c1 | -0.1 | 0.7 | -2 | -3
Cc1ccccc1OCC(=O)Nc1ccccc1I | -0.1 | -0.4 | -22 | -6
CC(NC(=O)Cc1ccccc1)P(=O)(O)c1ccccc1 (centres undefined) | 0.1 | -1.2 | 3 | 11
COc1ccc(-n2cc(-c3ccc(Br)cc3)[n+]3c2SCCC3)cc1 | 0.0 | 0.1 | 32 | 14
Cc1c(C(=O)C(=O)N(C)Cc2ccccc2)c2ccccc2n1C | 0.0 | -1.1 | -7 | -1
CC(C)n1c(N2CCC(N3CCOCC3)CC2)nc2c(Nc3ccc4c(c3)OCO4)ncnc21 | 0.0 | -1.7 | -2 | 18
CCOc1ccc(S(=O)(=O)NCCOC)cc1C | 0.0 | -0.3 | 1 | 9
CC(C)CC1=NN(C(=O)C(=O)OC(C)(C)C)C(O)(C(F)(F)F)C1 (centres undefined) | 0.4 | 1.5 | 12 | 9
COC(=O)c1c(NC(=O)Cc2ccc(Br)cc2)sc(C)c1C | -0.3 | 0.2 | 3 | -3
COc1ccc(NC(=O)c2cnn3c2NC(c2ccc(OC)c(OC)c2)CC3C(F)(F)F)cc1 (centres undefined) | 0.2 | 0.0 | -7 | 13
CC(=O)Nc1ccc2c(c1)ncn2-c1ccccc1 | 0.3 | -2.3 | -58 | 10
O=C(CCl)OCC(COC(=O)CCl)(COC(=O)CCl)COC(=O)CCl | 0.0 | -1.2 | -2 | 6
Cc1ccc(CC(=O)Nc2ccc(I)cc2)cc1 | -0.1 | 0.8 | -21 | -7
CN(C)c1ccc(NC(=S)NC(=O)c2ccc(Cl)cc2)cc1 | -0.3 | 1.3 | -13 | -7
O=C(CNC(=O)c1ccccc1)NCC(=O)OCC(=O)c1ccc(Br)cc1 | 0.0 | 0.0 | -8 | 23
COc1cccc(OCC(=O)NC(C)C)c1 | 0.1 | 1.9 | 6 | -8
Brc1ccc(-c2cn(-c3ccccc3)c3[n+]2CCCS3)cc1 | 0.0 | -0.9 | -12 | 3
O=C(CN1C(=O)COc2ccc(S(=O)(=O)N3CCCC3)cc21)N1CCCCC1 | 0.2 | 0.0 | 4 | 8
COc1ccc2c(c1)CC(C(=O)Nc1ccc(-c3cn[nH]c3)cc1OCCO)CO2 (centres undefined) | 0.8 | 1.4 | 39* | 34
CCCCOc1ccc(C(=O)Nc2nc(-c3ccc(OC)c(C)c3)cs2)cc1 | 0.0 | -0.3 | -4 | 64*
COc1cc2[nH]c(=O)c(C(=O)NCCCN3CCOCC3)c(O)c2cc1OC | -0.3 | -1.2 | 2 | 13
C[n+]1ccccc1-c1coc2cc(O)ccc2c1=O | 0.1 | 0.4 | 0 | -11
COc1ccc2ccccc2c1/C=C1N=C(/C=C/c2cccc(Cl)c2Cl)OC\1=O | -0.1 | 2.4 | 2 | 12
O=C(Cn1cnc2c(oc3ccccc32)c1=O)Nc1ccccc1F | 0.2 | 2.3 | 3 | 2
CCCCC/C=C\CC(=O)/C=C/C=C\C/C=C\CCCC(=O)O | nt | -0.5 | nt | 6
O=C(N1CCOCC1)N1CCN(Cc2ccc3c(c2)OCO3)CC1 | -0.1 | 6.1* | 11 | 7
CCN(CC(=O)Nc1ccc(Br)cc1)CC(=O)Nc1ccc(NC(C)=O)cc1 | 0.3 | 0.4 | -4 | 5
COc1ccc(-c2nc(-c3cccs3)no2)cc1 | -0.3 | -5.2 | 75* | -4

2 records drawn at random from the list so far:
SMILES | FBW7 activator | GPR151 activ | TEAD-YAP block | MITF primary
CCCCOc1ccc(C(=O)Nc2nc(-c3ccc(OC)c(C)c3)cs2)cc1 | 0.0 | -0.3 | -4 | 64*
C[n+]1ccccc1-c1coc2cc(O)ccc2c1=O | 0.1 | 0.4 | 0 | -11

(listing goes on)
SMILES | FBW7 activator | GPR151 activ | TEAD-YAP block | MITF primary
COc1ccc2nc(Cl)c(C=O)c(N3CCC(C)CC3)c2c1 | -0.3 | 0.8 | -5 | -9
COCCNC1CCN(c2ccc(NC(=O)CCCCc3ccccc3)cc2)CC1 | 0.5 | 0.4 | 4 | 1
Cc1ccc(/C=C2\C(=O)N(c3nc(-c4ccc(Br)cc4)cs3)N=C2c2ccccc2)o1 | -0.1 | 0.4 | -7 | 2
Cc1cc(C(=O)CSc2nnc(N)s2)c(C)n1CC1COc2ccccc2O1 (centres undefined) | 0.0 | -0.3 | 2 | 16
CCC(Sc1nnc(-c2c[nH]c3ccccc23)n1CCOC)C(=O)OC (centres undefined) | -0.1 | -0.5 | -6 | -2
COCCn1c(=NC(=O)c2ccc([N+](=O)[O-])s2)sc2cc(OC)ccc21 | 0.0 | -0.5 | -11 | -10
Cc1ccc(CNC(=O)C(C)OC(=O)c2ccco2)cc1 (centres undefined) | 0.0 | -0.5 | 4 | 20
Cc1ccc(S(=O)(=O)N2CCCCC2)cc1NS(=O)(=O)c1cccc(C(=O)O)c1 | 0.0 | -0.2 | -8 | 1
COc1ccc(S(=O)(=O)NNC(=O)Nc2cccc(Cl)c2)cc1 | 0.9 | 0.0 | 2 | -11
CN(CCC#N)S(=O)(=O)c1ccc2[nH]cc(C(=O)NC3CCCCCC3)c(=O)c2c1 | 0.2 | -0.1 | 7 | 7
CCc1ccccc1NC(=O)NCCCNc1nc2cc3c(cc2cc1C#N)OCO3 | 0.0 | 0.8 | -4 | 8
Cc1[nH]c(-c2ccccc2)cc1C(C#N)=C(C#N)C#N | 0.4 | -3.4 | 6 | 19
CC(=O)Nc1nnc(SCc2c(C)cc(C)c(C(C)=O)c2C)s1 | -0.1 | 0.4 | 7 | 0
COc1ccc(N2C(=O)CC(N3CCN(C45CC6CC(CC(C6)C4)C5)CC3)C2=O)cc1 (centres undefined) | 0.1 | 0.8 | 0 | 4
COc1ccc(N(CC(=O)Nc2c(C)n(C)n(-c3ccccc3)c2=O)S(=O)(=O)c2ccc(C)cc2)cc1OC | -0.1 | -1.4 | 0 | 0
COCCCNC(=O)CSc1nc(Nc2cc(OC)cc(OC)c2)c2ccccc2n1 | 0.1 | -1.2 | 4 | 3
O=C(Oc1cccc(N2C(=O)c3ccccc3C2=O)c1)c1ccc(Cl)c(S(=O)(=O)N2CCOCC2)c1 | -0.2 | -0.1 | -4 | 3
CCC[n+]1ccccc1C(F)C(F)(F)F (centres undefined) | 0.2 | 0.2 | 6 | 1
CNc1ccc([N+](=O)[O-])cc1N/C=C1\CCCCC1=O | -0.2 | 0.5 | 7 | -4
C=C(C)CNC(=S)N/N=C\c1ccc2c(c1)OCO2 | -0.1 | -0.9 | 0 | 5
O=[N+]([O-])c1ccc(-c2nc(N3CCCCCC3)c3ccccc3n2)cc1 | 0.1 | 0.2 | 7 | 9
O=C(Nc1nccs1)c1cccc(NC(=O)C2CC=CCC2C(=O)O)c1 (centres undefined) | -0.2 | -2.4 | -18 | -13
CC(=O)c1cccc(NC(=O)Cc2noc3ccccc23)c1 | 1.6 | -0.7 | -19 | 1
N#CC1=C(SCC(N)=O)NC(=O)CC1c1cccc(Cl)c1 (centres undefined) | -0.1 | 0.7 | 5 | 0
Cc1cccc(C(=O)N2CCN(c3ccc(Cl)cc3[N+](=O)[O-])CC2)c1 | -0.1 | 1.1 | -13 | 10
CCN(CC)c1ccc(/C=N/Nc2nncc(=O)[nH]2)cc1 | -0.3 | -0.3 | -6 | -12
CCCN(CCC)S(=O)(=O)c1ccc(C(=O)Nc2sc3c(c2-c2nc4ccccc4s2)CCN(C(C)C)C3)cc1 | -0.1 | -1.2 | -1 | -13
O=C(COc1ccccc1Cl)Nc1cccc([N+](=O)[O-])c1 | 0.3 | 1.1 | -32 | -6
CCCCC(=O)Nc1ccc(S(=O)(=O)N2CCCCCC2)cc1 | -0.2 | -1.7 | -5 | 0
CCNC(=O)c1nn(CC2CC2)c2c1CN(Cc1ccc3c(c1)Cc1ccccc1-3)CC2 | -0.1 | 0.9 | 8 | -19
CCCC(c1nnnn1Cc1ccco1)N1CCN(c2ccccc2)CC1 (centres undefined) | -0.1 | -0.1 | -1 | -1
COc1ccc(NC(=O)c2c(NC(=O)COc3ccccc3)sc3c2CCCCC3)cc1 | 0.1 | 0.2 | 8 | 7
CCOC(=O)C1=C(c2ccccc2)N=c2s/c(=C\c3cccs3)c(=O)n2C1c1ccccc1OC (centres undefined) | -0.1 | 2.0 | 3 | -5
Cc1cc(OCC(=O)Nc2cc(-c3nn4c(C)nnc4s3)ccc2C)ccc1Cl | -0.1 | 0.2 | -6 | -3
